OXTR potentiator: human OXTR potentiation; CHO-OTR cells, Fluo-8 calcium fluorescence, potentiator mode; 0% = oxytocin EC15, 100% = EC100; P30559; activation, % at 3 µM; 320,000 compounds, 0.061% hits; AID 2445;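 active = activation above that plate's cutoff, the mean activation of tested compounds plus 3 SD, cut at about 6.6% in these data, passing the limit was not always enough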;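 also: 100% uses oxytocin at 75 nM as the full agonist control; some results filed as inactive read as strong as hits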
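test system = CHO-OTR cells, human receptor | compound = single-point 3.0 µM | schedule = 6 min compound pre-incubation at room temperature, 100 s kinetic read | signal = Fluo-8 no-wash calcium dye fluorescence, excitation 470-495 nm, emission 515-575 nm | repeats = single well per compound, singlicate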
CHO-K1 Ca antag: M1 antagonist counterscreen hit in parental CHO-K1 cells | ATP-induced calcium, Fluo-8 fluorescence | inhibition, % at 3 µM | 360,000 compounds, 0.6% hits;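 active = inhibition above a per-plate cutoff, the plate's mean sample inhibition plus 3 SD, cut at about 24% in these data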;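 also: 0% = DMSO plus EC80 ATP and 100% = DMSO alone without ATP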
GPR7 antagonist: blocks human GPR7 receptor signaling. P48145. GPR7-expressing cells, fluorescence antagonist assay. inhibition, % at 4.4 µM. 290,000 compounds, 1.1% hits. AID 1861; in the data active = inhibition above about 16%, passing the limit was not always enough;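 also: cells stimulated with the agonist NPW; 0% = agonist with vehicle and 100% = vehicle without agonist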
Target sequence (P48145 whole entry, looked up): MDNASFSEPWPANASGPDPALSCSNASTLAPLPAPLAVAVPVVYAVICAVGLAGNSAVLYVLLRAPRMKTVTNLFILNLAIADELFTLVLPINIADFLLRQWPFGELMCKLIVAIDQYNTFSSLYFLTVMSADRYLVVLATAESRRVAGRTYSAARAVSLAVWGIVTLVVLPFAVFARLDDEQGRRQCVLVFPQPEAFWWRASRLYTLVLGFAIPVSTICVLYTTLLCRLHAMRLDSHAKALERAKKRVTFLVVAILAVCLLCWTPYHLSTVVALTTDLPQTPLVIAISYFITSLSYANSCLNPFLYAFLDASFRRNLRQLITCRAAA
V1R ag counter: V1a receptor agonism, counter-screen for OXTR agonists | P37288 | CHO-V1R cells, Fluo-8 calcium fluorescence, agonist mode; 0% DMSO, 100% 3 nM vasopressin | activation, % at 3 µM | 320,000 compounds, 0.25% hits | AID 2797;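 active = activation above the mean activation of all tested compounds plus 3 SD, per screening run, cut at about 20% in these data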;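 also: signal is peak over basal fluorescence ratio across a 100 second FLIPR read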
Target sequence (P37288 whole entry, looked up): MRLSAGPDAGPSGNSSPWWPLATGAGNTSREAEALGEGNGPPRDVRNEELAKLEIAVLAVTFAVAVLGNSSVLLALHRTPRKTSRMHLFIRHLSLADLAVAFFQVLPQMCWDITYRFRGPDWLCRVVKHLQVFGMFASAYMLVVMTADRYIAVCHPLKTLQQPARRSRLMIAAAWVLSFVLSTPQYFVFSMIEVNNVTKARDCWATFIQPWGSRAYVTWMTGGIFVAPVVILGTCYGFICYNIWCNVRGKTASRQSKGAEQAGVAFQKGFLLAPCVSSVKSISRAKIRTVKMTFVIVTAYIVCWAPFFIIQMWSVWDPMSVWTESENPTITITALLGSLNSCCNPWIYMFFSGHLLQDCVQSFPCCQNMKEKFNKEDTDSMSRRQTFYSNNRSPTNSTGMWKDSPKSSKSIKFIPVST
CHO parental Ca: counter-screen for OX1R antagonists: effect in parental CHO cells; AID 463079; parental CHO-K1, ATP-induced calcium, Fluo-8 fluorescence; 330,000 compounds, 0.63% hits; inhibition, % at 5.6 µM;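 active = inhibition above that plate's mean sample inhibition plus 3 SD, cut at about 26% in these data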;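 also: 0% = ATP-challenged DMSO wells and 100% = DMSO wells without ATP; some compounds past the cut are filed as inactive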
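Test system: parental CHO cells; detection: calcium-sensitive Fluo-8 fluorescence; evaluation: percent inhibition of calcium signal; also added: ATP as calcium-mobilizing challenge; repeats: one well per compound; control set: ATP-challenged DMSO wells low, unchallenged DMSO wells high; compound: single nominal dose of 5.6 µM per compound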
OXTR ag: agonists of human oxytocin receptor; 320,000 compounds, 0.32% hits; activation, % at 3 µM; CHO-OTR cells, Fluo-8 calcium fluorescence; normalized: DMSO 0%, oxytocin 100%;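 active = activation above the mean of all tested compounds plus 3 SD, cutoff set per screening run, cut at about 20% in these data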;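 also: peak over basal fluorescence ratio from a 100 s FLIPR kinetic read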
M1 PAM parental: counter-screen for M1 PAMs: effect in parental CHO-K1 cells; ATP EC20, Fluo-8 calcium fluorescence; 0% at ATP EC20, 100% at ATP max; activation, % at 3 µM; 360,000 compounds, 0.02% hits;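 active = activation above the run cutoff, the mean activation of all test compounds plus 3 SD, cut at about 40% in these data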;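 also: peak over basal fluorescence ratio in a 140 s read after ATP addition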
CHO-K1 Ca ag: M1 agonist counterscreen hit in parental CHO-K1 cells. Fluo-8 calcium fluorescence; scaled to maximal ATP response, vehicle zero. 360,000 compounds, 0.48% hits. activation, % at 3 µM. AID 602248; in the data active = activation above about 15%;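 also: untransfected CHO-K1 host cells lacking M1 receptor as counterscreen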
TAAR1 antagonist: antagonists of human TAAR1. Q96RJ0. CHO RD-HGA16 TAAR1, Fluo-8 calcium fluorescence, antagonist. inhibition, % at 3 µM. 360,000 compounds, 1.5% hits;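 active = inhibition above a per-plate cutoff, the mean inhibition of test compounds on that plate plus 3 SD, cut at about 49% in these data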;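 also: 0% = DMSO plus EC80 beta-PEA response and 100% = DMSO alone without agonist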
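Test system: hTAAR1-expressing CHO RD-HGA16 cells, Gα16-coupled; Probe or stimulus: EC80 β-phenethylamine stimulus; Compound dosing: single nominal final test compound concentration of 3 µM; Timing: 140 s kinetic read after compound, 140 s after agonist; Signal: Fluo-8 calcium-sensitive fluorescence; Measure: % inhibition of agonist calcium response; Controls: DMSO and EC80 PEA controls.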
Starred values were filed as active, the others as inactive; nt = not tested or not shown.

SMILES	OXTR potentiator	CHO-K1 Ca antag	GPR7 antagonist	V1R ag counter	CHO parental Ca	OXTR ag	M1 PAM parental	CHO-K1 Ca ag	TAAR1 antagonist
COc1ccc(NC(=O)N(O)C2(C#N)CCCCC2)cc1	nt	-2	nt	nt	nt	nt	-4	1.0	10
O=C(COc1nsnc1N1CCOCC1)N1CCOCC1	nt	-6	-13	nt	nt	nt	-6	0.8	-2
COc1ccc(CNC(=O)C2CCCN2S(=O)(=O)c2ccc(Cl)cc2)cc1 (stereo unspecified)	5	-25	-11	0.7	-9	-0.4	22	3.2	0
COCCNC(=O)Cn1cc(C(=O)c2cccs2)c2ccccc21	-10	-1	-12	0.2	-13	0.0	9	0.1	-11
CC(C)OCCCNCC(O)c1ccccc1 (stereo unspecified)	2	-1	-5	-0.4	-14	0.1	1	1.0	-7
COc1cc(/C=N\NC(=O)C(C)(C)O)ccc1OC/C=C/c1ccccc1	nt	6	-10	nt	nt	nt	-17	1.9	7
CC1CCN(CC(=O)Nc2ccccc2Sc2ccccc2)CC1	-5	-14	-2	-0.7	-30	-1.4	25	-0.5	20
COc1ccc(C(=O)Nc2ccnn2C2CCN(C(=O)c3cc(C)on3)CC2)cc1	-3	-8	-11	0.7	-17	-0.5	7	0.8	-9
CC(C)C(C(=O)Nc1nccs1)c1ccc(Cl)cc1 (stereo unspecified)	-11	-19	-10	-1.1	-22	-1.7	26	1.6	6
Cc1ccc(-c2nc(N)sc2CC(=O)OCC(=O)NC2CCCC(C)C2C)cc1 (stereo unspecified)	-14	-9	-7	-0.6	-34	-2.0	15	0.8	2
COc1ccc(OC)c(CNC(=O)C2CCCN(S(=O)(=O)N3CC(C)CC(C)C3)C2)c1 (stereo unspecified)	-5	-10	-7	-1.7	-5	-2.8	-11	2.8	-11
Cc1c(Cl)cccc1NC(=S)NCc1cccs1	-5	11	-7	1.7	-6	-0.8	8	2.8	-3
CCC(C)(O)c1[nH]c2ccc(C#N)cc2c1C (stereo unspecified)	-8	-13	-4	4.6	-11	3.6	8	3.3	10
O=C(COC(=O)c1ccccn1)Nc1cccc(Cl)c1	-10	-1	-5	1.5	-6	1.0	12	0.7	13
Cc1ccc(S(=O)(=O)N2CCCCC2)cc1C(=O)N(C)CCOc1ccccc1	-1	-3	23*	2.9	-23	0.1	10	5.2	-21
CC(C(=O)N1CCc2ccccc21)N1CCN(c2cccc(C(F)(F)F)c2)CC1 (stereo unspecified)	-12	-21	-9	-1.4	-34	-2.3	14	-0.8	-7
CCN(CC(=O)NCc1ccc(Cl)cc1)C(=O)CSc1ccc(Br)cc1	-12	-1	0	3.3	-22	-1.3	2	4.5	28
Cc1cccc(OCc2nnc(SCC(=O)OC3CCCCC3)o2)c1	-12	7	2	0.4	3	-1.2	-6	0.1	-17
CC(C)CCN1C(=O)c2ccc(C(=O)OCC(=O)N(CC(C)C)C3CCS(=O)(=O)C3)cc2C1=O (stereo unspecified)	-11	-14	nt	1.0	-2	3.8	17	-0.6	-12
CCOC(=O)c1c(NC(=O)Cc2ccccc2)sc2c1CC(C)(C)NC2(C)C	-9	-11	3	3.0	-2	5.3	18	2.1	-7
OC(COc1ccc(CNCCc2ccc(C(F)(F)F)cc2)cc1)CN1CCCCC1 (stereo unspecified)	-7	-7	7	3.4	-14	6.5	-3	1.5	4
Cc1ccc(NC(=O)CSc2nc3c(c(=O)[nH]2)CCC3)cc1C	-4	-9	1	-0.4	-4	0.1	18	1.6	-6
COc1cccc(NC(=O)CN(C2=NC3CS(=O)(=O)CC3S2)c2cccc(C)c2)c1 (stereo unspecified)	-10	-1	4	2.5	-10	1.1	10	1.5	-3
Cc1ccc(Cn2c(SCC(=O)N(C)C3CCS(=O)(=O)C3)nc3ccccc3c2=O)cc1 (stereo unspecified)	0	1	nt	0.1	-11	0.8	-5	0.2	7
Nc1cc2sc(-c3ccc(C(=O)O)cc3)nc2cc1Cl	-4	0	9	-0.3	-6	1.2	6	-0.2	-15

2 of these compounds, set out differently:
| SMILES | OXTR potentiator | CHO-K1 Ca antag | GPR7 antagonist | V1R ag counter | CHO parental Ca | OXTR ag | M1 PAM parental | CHO-K1 Ca ag | TAAR1 antagonist |
| --- | --- | --- | --- | --- | --- | --- | --- | --- | --- |
| CCC(C)(O)c1[nH]c2ccc(C#N)cc2c1C (stereo unspecified) | -8 | -13 | -4 | 4.6 | -11 | 3.6 | 8 | 3.3 | 10 |
| O=C(COC(=O)c1ccccn1)Nc1cccc(Cl)c1 | -10 | -1 | -5 | 1.5 | -6 | 1.0 | 12 | 0.7 | 13 |

The listing continues.
SMILES	OXTR potentiator	CHO-K1 Ca antag	GPR7 antagonist	V1R ag counter	CHO parental Ca	OXTR ag	M1 PAM parental	CHO-K1 Ca ag	TAAR1 antagonist
CN(CCN1CCOCC1)C(=O)CC1C(=O)NCCN1Cc1ccccc1C(F)(F)F (stereo unspecified)	-7	-18	-11	0.4	-4	-0.3	19	-0.2	-5
Cc1ccc(OCCN2C(=O)OC(C)(C)C2(C)O)cc1 (stereo unspecified)	-1	0	-2	0.1	18	-0.7	9	-0.1	-13
CCCn1c(SCC(=O)Nc2ccc(S(=O)(=O)N3CCOCC3)cc2)n[nH]c1=O	nt	8	nt	nt	nt	nt	5	0.2	-11
COc1cccc(Oc2ccc(N/C=C/C(=O)C(C)(C)C)cc2)c1	-1	5	-1	-0.2	-10	-0.5	-8	0.1	-10
COc1ccc(NC(=O)CS(=O)CC(=O)Nc2ccc(OC)c(OC)c2)cc1 (stereo unspecified)	-5	-6	-8	1.8	-15	0.8	23	0.4	-1
N#CCCN(Cc1cccnc1)C(=S)NC1CC2C=CC1C2 (stereo unspecified)	-8	-7	-17	0.1	-8	-1.7	3	1.8	-7
Cc1ccc(C(=O)N2CC(=O)NC(=O)C2)cc1	-8	-3	-4	-0.2	-1	-0.3	7	0.6	-1
Cc1cccc(SCc2noc(C(=O)NC(C)C)c2C(=O)O)c1	-8	-14	-5	2.2	-11	-0.2	16	0.3	8
Clc1ccc(Cn2c(-c3cccnc3Cl)nc3ccccc32)c(Cl)c1	-2	-9	14	-0.1	-26	-0.5	1	1.1	12
CN(C)CCCNc1ncnc2scc(-c3ccccc3)c12	-4	-14	22	-0.7	8	0.3	14	0.2	-4
CC(C)(C)C1CCN2CCC[C@](c3ccccc3)(C1)C2OCCCO (stereo partly specified)	nt	-16	nt	nt	nt	nt	1	1.4	-5
CCOC(=O)Cn1c(CN2CCN(C(c3ccccc3)c3ccccc3)CC2)nc2c1c(=O)n(C)c(=O)n2C	1	-9	-5	-0.3	-16	-1.1	21	0.7	-16
CCN1C(=O)[C@@H]2[C@@H](c3ccc(-c4ccc(OC)cc4)cc3)N3CCCC[C@@]3(C(=O)OC)[C@@H]2C1=O	-14	6	nt	-0.5	-24	-0.1	-7	0.0	48
Cc1cccc(N2CCN(C(=O)c3ccc(Cl)c(NC4=NC5CS(=O)(=O)CC5S4)c3)CC2C)c1 (stereo unspecified)	-12	3	-8	5.0	-14	4.6	14	7.7	56*
O=C(Nc1ccc(-n2ccnc2P(=O)(O)c2ccccc2)cc1)c1ccccc1Br	-2	-14	-5	1.4	-2	-0.1	11	0.2	-2
Cc1cccc(C)c1NC(=S)NN1CCN(C)CC1	1	2	-6	0.6	-5	-0.8	16	0.1	1
Cc1cc(C(=O)CSc2cccc[n+]2[O-])c(C)n1-c1ccc(Br)cc1	-6	nt	-8	5.7	-7	3.5	nt	nt	nt
O=C(O/N=C\c1ccc(N2CCCCC2)c([N+](=O)[O-])c1)c1cccc(C(F)(F)F)c1	2	-11	-10	-0.4	-9	0.5	11	-0.1	10
COCCn1c(=S)[nH]c2cc(C(=O)NCc3ccc(F)cc3)ccc2c1=O	nt	-5	nt	nt	nt	nt	-1	0.3	3
CCOC(=O)Cn1c(=N)n(CCOc2ccc(Br)cc2)c2ccccc21	-14	-12	19*	3.7	-11	9.7	26	4.0	-9
Cc1ccc(NC(=S)NCC2CCN(C(C)c3ccccc3)C2)cc1C (stereo unspecified)	-6	0	-6	0.6	-18	2.7	-8	0.9	-25
O=C(NC1CCCN(Cc2ccc(Cl)cc2)C1)c1ccnc(Cl)c1 (stereo unspecified)	-10	-8	-8	0.2	-28	-1.0	6	1.7	-2
S=C(NCc1ccncc1)Nc1cccc(Cl)c1	-4	-8	-12	4.9	-9	2.6	-1	1.6	4
CCOC(=O)c1cnc2c(C)c(Cl)ccc2c1N1CCOCC1	-1	-2	5	-0.7	-9	-0.6	21	1.3	8

Complete entries as entered above:
Cc1ccc(OCCN2C(=O)OC(C)(C)C2(C)O)cc1 (stereo unspecified) is listed with OXTR potentiator = -1; CHO-K1 Ca antag = 0; GPR7 antagonist = -2; V1R ag counter = 0.1; CHO parental Ca = 18; OXTR ag = -0.7; M1 PAM parental = 9; CHO-K1 Ca ag = -0.1; TAAR1 antagonist = -13
CN(CCN1CCOCC1)C(=O)CC1C(=O)NCCN1Cc1ccccc1C(F)(F)F (stereo unspecified) is listed with OXTR potentiator = -7; CHO-K1 Ca antag = -18; GPR7 antagonist = -11; V1R ag counter = 0.4; CHO parental Ca = -4; OXTR ag = -0.3; M1 PAM parental = 19; CHO-K1 Ca ag = -0.2; TAAR1 antagonist = -5
COc1ccc(NC(=O)CS(=O)CC(=O)Nc2ccc(OC)c(OC)c2)cc1 (stereo unspecified) is listed with OXTR potentiator = -5; CHO-K1 Ca antag = -6; GPR7 antagonist = -8; V1R ag counter = 1.8; CHO parental Ca = -15; OXTR ag = 0.8; M1 PAM parental = 23; CHO-K1 Ca ag = 0.4; TAAR1 antagonist = -1

High-throughput results (PubChem BioAssay)
